Compound activity (PubChem BioAssay)
RAM network inh = inhibitors of the yeast RAM network. S. cerevisiae dse1pr::URA3 reporter, 5-FOA growth OD615, 2 d; analog-sensitive cbk1-as2 kinase mutant strain. inhibition, % at 50 µM. 190,000 tested, 1.8% active;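 active = inhibition above a set limit, 3 SD over mean compound inhibition, cut at about 8.4% in these data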;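 note: 0% = DMSO-only wells with no growth and 100% = 10 µM 1-NA-PP1 full growth; inhibition rescues growth on 5-FOA so higher OD means more RAM inhibition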
Lmaj promast = reduces viability of Leishmania major promastigotes. resazurin fluorescence viability. inhibition, % at 10 µM. 200,000 tested, 9% active. AID 1063; in the data active = inhibition above about 50%;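 note: promastigotes grown with compound for 44 hours at 28 °C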
S1P3 antagonist = S1P3 (human) receptor antagonism; Q99500; CHO S1P3 NFAT-BLA reporter, FRET fluorescence, antagonist mode; inhibition, % at 4.98 µM; 170,000 tested, 0.27% active; AID 485;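 active = inhibition above the plate cutoff, the mean inhibition of test wells on that plate plus 3 SD, cut at about 28% in these data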;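 note: cells challenged with S1P at its EC80 of 0.8 µM; blue over green emission ratio from cleaved BLA substrate after 4 h stimulation; 0% = S1P-stimulated wells and 100% = unstimulated DMSO-only wells; some compounds past the cut are filed as inactive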
Target sequence (Q99500 whole entry, looked up): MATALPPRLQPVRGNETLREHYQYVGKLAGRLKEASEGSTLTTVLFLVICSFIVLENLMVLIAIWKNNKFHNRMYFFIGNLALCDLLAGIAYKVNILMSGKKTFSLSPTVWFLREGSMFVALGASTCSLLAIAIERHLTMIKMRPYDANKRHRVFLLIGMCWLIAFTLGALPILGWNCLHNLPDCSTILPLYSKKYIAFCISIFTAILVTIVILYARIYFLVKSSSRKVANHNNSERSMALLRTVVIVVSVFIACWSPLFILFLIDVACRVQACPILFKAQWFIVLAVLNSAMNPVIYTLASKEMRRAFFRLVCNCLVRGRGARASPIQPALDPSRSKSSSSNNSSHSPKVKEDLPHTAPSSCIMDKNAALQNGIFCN
HMGR II inh = E. faecalis class II HMG-CoA reductase inhibition; purified E. faecalis HMGR, NADPH absorbance 340 nm kinetic; inhibition, % at 10 µM; 190,000 tested, 0.41% active; AID 1066;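 active = inhibition above a set limit, the median over all tested compounds plus 3 SD, cut at about 9.5% in these data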;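 note: enzyme runs in reverse so mevalonate oxidation gives rising NADPH absorbance; 0% = complete reaction with DMSO and 100% = background rate lacking mevalonate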
DTT redox prof = compounds producing H2O2 with reducing agent – biochemical, NIH compound library profiling, artefact control for MLSCN library redox annotation, primary screen; DTT-dependent redox cycling H2O2, phenol red/HRP absorbance; 100% = 100 µM peroxide control, 0% = buffer; activation, % at 10 µM; 200,000 tested, 0.03% active;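 active = activation of at least 50% relative to the plate's high and low controls in the primary single-dose screen; inactive = activation below 50%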;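 note: compound incubated with DTT at 0.8 mM final as the reducing agent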
PPARg SRC-2 ag = PPARgamma-driven SRC-2 recruitment agonism; P37231; PPARgamma LBD-SRC-2 recruitment, biochemical; activation, % at 8 µM; 200,000 tested, 0.34% active; AID 1032; in the data active = activation above about 22%;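 note: 0% = vehicle and 100% = reference agonist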
SRC2 TRFRET art = TR-FRET artefact, counter-screen to PPARgamma/SRC-2 agonist assay; active compounds read high; TR-FRET ratio at 8 µM; 200,000 tested, 0.4% active; AID 1049; in the data active = TR-FRET ratio above about 2000; note: inactives centre near 1500
PPARg SRC1 recr = PPARgamma-driven SRC-1 recruitment agonism; P37231; PPARgamma-SRC-1 coactivator recruitment biochemical assay; activation, % at 8 µM; 200,000 tested, 0.41% active; in the data active = activation above about 19%;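 note: 0% = DMSO and 100% = reference agonist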
ROMK mod = human ROMK K+ channel modulation, primary screen; P48048; Tet-inducible ROMK, thallium flux fluorescence; actives lie on both sides; B-score at 10 µM; 130,000 tested, 2% active;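 active = signal ratio slope over the read window, or its plate-corrected B-score, at least 3 SD from the plate mean, either direction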;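 note: B-score of the F/F0 ratio slope over 7 to 12 s after thallium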
Target sequence (P48048 whole entry, looked up): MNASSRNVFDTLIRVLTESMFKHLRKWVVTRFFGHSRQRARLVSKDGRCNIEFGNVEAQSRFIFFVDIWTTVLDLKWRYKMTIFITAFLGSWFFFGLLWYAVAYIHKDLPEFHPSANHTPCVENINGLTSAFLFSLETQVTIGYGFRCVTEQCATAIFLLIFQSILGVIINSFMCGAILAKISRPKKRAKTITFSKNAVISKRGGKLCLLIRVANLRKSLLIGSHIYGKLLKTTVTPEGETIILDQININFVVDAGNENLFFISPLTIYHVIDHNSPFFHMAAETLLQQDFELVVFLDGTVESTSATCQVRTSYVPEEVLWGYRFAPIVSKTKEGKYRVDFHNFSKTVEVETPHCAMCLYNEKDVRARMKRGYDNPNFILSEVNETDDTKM
bIAP inhibitor = intestinal alkaline phosphatase (bovine) inhibition; purified bovine IAP, CDP-star luminescence, 30 min; inhibition, % at 20 µM; 190,000 tested, under 10 active; AID 1019;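 active = over 50% inhibition of intestinal alkaline phosphatase at 20 µM in the single-dose screen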
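test system = bovine IAP enzyme | medium = DEA buffer 100 mM, pH 9.8, with MgCl2 1.0 mM, ZnCl2 0.02 mM | detection = luminescence | dosing = single compound dose of 20 µM, 2% DMSO final | incubation = 30 min reaction at room temperature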
PPARg SRC3 recr = PPARgamma-driven SRC-3 recruitment agonism. P37231. biochemical PPARgamma/SRC-3 coactivator recruitment assay. 200,000 tested, 0.26% active. activation, % at 8 µM; in the data active = activation above about 23%;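 note: 0% = DMSO and 100% = reference agonist; some compounds past the cut are filed as inactive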
An asterisk follows results filed as active; . = not tested or not shown.

SMILES | RAM network inh | Lmaj promast | S1P3 antagonist | HMGR II inh | DTT redox prof | PPARg SRC-2 ag | SRC2 TRFRET art | PPARg SRC1 recr | ROMK mod | bIAP inhibitor | PPARg SRC3 recr
COc1ccc(NC(=O)CSc2nc3ccccc3c(=O)n2CCC(=O)N2CCCCC2)cc1 | 0.0 | 70* | -6 | 1 | 0.0 | 0 | 1879 | 9 | . | -16 | -8
COc1cc(C(=O)Oc2ccccc2/C=N/NC(=O)c2ccc(C)c(Cl)c2)cc(OC)c1OC | 5.6 | 7 | -2 | 0 | 0.9 | 0 | 1482 | 3 | . | -15 | 3
CC(C)CN(CC(C)C)C(=O)Nc1cccc([N+](=O)[O-])c1 | 1.4 | 5 | -10 | -11 | -0.3 | 3 | 1523 | 7 | 0.045 | -8 | 1
COc1ccc(-c2nnc(SCC#N)o2)cc1 | 0.5 | 4 | -6 | -7 | 2.0 | 0 | 1643 | -4 | . | 15 | -6
Cc1ccc(S(=O)(=O)NCCNc2ccc([N+](=O)[O-])cc2C(F)(F)F)cc1 | 4.8 | 22 | . | 2 | 0.2 | -4 | 1619 | -1 | 0.2 | 37 | 3
Cc1cc(C(=O)Cn2nc(C(=O)O)c3ccccc3c2=O)c(C)n1-c1ccccc1 | 3.4 | -3 | -4 | 0 | -0.2 | 2 | 1484 | 0 | 0.35 | -3 | 2
CCc1ccc(-c2nc(NC(=S)NC(=O)c3cccs3)sc2C)cc1 | 7.1 | -6 | . | -5 | 0.1 | 6 | 1619 | 4 | -0.039 | . | 0
Cc1cc(C)c(NC(=S)N(CCN(C)C)C(C)c2cccnc2)c(C)c1 (stereo not drawn) | 0.0 | 17 | -20 | -1 | -0.6 | -3 | 1467 | -6 | 0.36 | 7 | -3
CC(=O)Oc1ccc(C(=O)Nc2ccccc2C(=O)NCC(C)C)cc1 | 3.4 | -2 | -5 | -11 | -0.6 | 9 | 1715 | 12 | 0.73 | -5 | 4
COc1ccc(NC(=O)C(NC(C)=O)C(=O)NCc2ccccc2OC)cc1 (stereo not drawn) | 1.2 | -6 | . | -4 | 3.9 | 3 | 1290 | -2 | . | 5 | 5
O=C(NNC1CC(=O)N(c2ccccc2)C1=O)c1ccco1 (stereo not drawn) | 1.2 | 2 | 11 | -1 | -0.1 | -1 | 1578 | 2 | 0.19 | -7 | -1
COc1ccccc1NS(=O)(=O)c1cc(N)ccc1N1CCCCC1 | 3.3 | 14 | -15 | 1 | -1.1 | -1 | 1507 | -2 | -0.0082 | 3 | 6
Cc1cc2c(cc1C)C(c1ccsc1)CC(=O)N2 (stereo not drawn) | 3.2 | 8 | -10 | -2 | -0.1 | -2 | 1571 | 8 | -1.2 | -15 | 2
CC(O)CSc1nc2c(c(=O)[nH]c(=O)n2C)n1CC(O)COc1ccccc1 (stereo not drawn) | 0.9 | -2 | 3 | -4 | -1.0 | 1 | 1470 | 3 | . | -5 | 4
CCc1nnc(NC(=O)C2CCN(c3nccc(C)n3)CC2)s1 | 2.1 | -2 | -28 | 0 | -4.0 | -2 | 1480 | -5 | 0.1 | 4 | 1

Arranged by the number under bIAP inhibitor (lowest first): three of the compounds above.
mol | RAM network inh | S1P3 antagonist | HMGR II inh | DTT redox prof | PPARg SRC-2 ag | PPARg SRC1 recr | ROMK mod | bIAP inhibitor | PPARg SRC3 recr
Cc1cc2c(cc1C)C(c1ccsc1)CC(=O)N2 (stereo not drawn) | 3.2 | -10 | -2 | -0.1 | -2 | 8 | -1.2 | -15 | 2
Cc1cc(C)c(NC(=S)N(CCN(C)C)C(C)c2cccnc2)c(C)c1 (stereo not drawn) | 0.0 | -20 | -1 | -0.6 | -3 | -6 | 0.36 | 7 | -3
COc1ccc(-c2nnc(SCC#N)o2)cc1 | 0.5 | -6 | -7 | 2.0 | 0 | -4 | . | 15 | -6

Next part
SMILES | RAM network inh | Lmaj promast | S1P3 antagonist | HMGR II inh | DTT redox prof | PPARg SRC-2 ag | SRC2 TRFRET art | PPARg SRC1 recr | ROMK mod | bIAP inhibitor | PPARg SRC3 recr
CC(C)c1cc(C(=O)O)n[nH]1 | 0.4 | -6 | . | -2 | 1.2 | 1 | 1443 | 7 | 0.67 | 8 | 3
CCOc1ccc2oc(C(=O)NC3CC(C)(C)NC(C)(C)C3)c(C)c2c1 | 1.2 | 82* | -9 | 1 | -0.6 | -5 | 1504 | -3 | -1.1 | -22 | -3
COC(=O)c1c(NC(=O)CSc2nnc(Cn3nnc4ccccc43)n2C)sc(C)c1C | 2.8 | 7 | 4 | 0 | -0.8 | 4 | 1845 | 6 | . | 15 | -4
COc1ccc(OCCCC(=O)Nc2cccc([N+](=O)[O-])c2)cc1 | 3.4 | 7 | 11 | 2 | 0.1 | 0 | 1525 | 5 | 0.97 | -10 | 3
N#Cc1c2n(c3c(=O)n(Cc4ccccc4Cl)cnc13)CCCC2 | -0.5 | 25 | -22 | -7 | 0.0 | -5 | 1310 | -6 | 0.011 | -1 | -2
O=S(=O)(c1cccc2cccnc12)N1CCN(Cc2ccc3c(c2)OCO3)CC1 | 1.3 | 9 | -18 | 4 | -0.3 | 2 | 1664 | 2 | -0.97 | 6 | -9
COc1ccc(Cl)cc1N(CC(=O)N/N=C/c1ccc(OCC(N)=O)cc1)S(C)(=O)=O | 5.8 | 31 | 3 | 1 | 0.2 | 4 | 1489 | 6 | -0.0096 | -14 | 2
CCN(/C=N/c1sc2c(c1C#N)CCCCC2)CC | -0.9 | 20 | . | 1 | 0.8 | 7 | 1704 | 2 | . | 5 | 6
Cc1ccc(NC(=O)c2sc(Cl)nc2-c2ccccc2)cc1 | 3.8 | -4 | . | 6 | -1.6 | 1 | 1611 | 6 | 0.29 | 16 | 1
COCCn1c(=NC(=O)CN2C(=O)CCC2=O)sc2cc(S(N)(=O)=O)ccc21 | 3.3 | -5 | -6 | 0 | -0.4 | 9 | 1436 | 2 | -0.048 | 1 | 2
COc1ccc(NC(=O)COC(=O)c2ccc(OCc3ccccc3Cl)c(OC)c2)c(OC)c1 | 7.2 | -2 | -20 | -6 | 0.0 | -1 | 1575 | -1 | -0.18 | 4 | 2
Cc1cccc(-n2c(N)c(C(=O)NCCN3CCOCC3)c3nc4ccccc4nc32)c1 | 2.4 | 20 | 11 | -3 | -1.4 | -1 | 1594 | 2 | -0.0031 | -21 | 2
COc1ccc(C(=O)/C=C/c2ccc(OC)c(CN3CCOCC3)c2)cc1 | 0.5 | 86* | 5 | -1 | 0.0 | -8 | 1526 | -2 | 1 | 14 | -2
CCC(C(=O)OCC(=O)Nc1c(Cl)cccc1Cl)c1ccccc1 (stereo not drawn) | 1.3 | 0 | -3 | 0 | -0.2 | -5 | 1537 | -3 | -0.3 | 41 | 1
CC(=O)Nc1cccc(OCC(O)Cn2cnc3ccccc32)c1 (stereo not drawn) | 0.5 | 10 | 10 | -5 | 1.5 | 5 | 1757 | 0 | -0.21 | -6 | -1
CN(Cc1ccccc1)C(=C(Cl)Cl)/C(=C1/NCCN1C)[N+](=O)[O-] | 2.1 | -1 | -13 | -2 | -1.1 | 0 | 1665 | 1 | -0.47 | 4 | 1
O=C(/C=C/c1ccc(Br)cc1)c1ccc(NC(=O)c2ccco2)cc1 | 0.9 | 88* | 7 | -1 | -0.6 | 1 | 5699* | 4 | . | 16 | 6
CCCn1c(SCC(=O)Nc2nnc(CC)s2)nnc1-c1ccncc1 | 0.8 | -5 | -3 | -5 | 0.0 | -1 | 1381 | -2 | 0.6 | -26 | 5
Cc1ccc(S(=O)(=O)N2CCN(C(=O)CN3CCOCC3)C2C(C)C)cc1 (stereo not drawn) | 0.6 | -4 | 14 | 2 | 3.0 | -4 | 1497 | 2 | . | -6 | -2
NC(=O)Cc1nc2scc(-c3ccccc3)c2c(=O)[nH]1 | -0.7 | 0 | 2 | -7 | -1.7 | 0 | 1532 | -5 | -0.23 | -4 | 2
CCCCn1c(SCC(=O)NC(C)(C)C)nnc1-c1ccco1 | 1.2 | -5 | 0 | -3 | 0.3 | -2 | 1495 | -2 | 0.23 | 6 | -5
O=C1OC(c2ccc(Cl)cc2)=N/C1=C\C=C\c1ccco1 | 7.0 | -7 | -11 | -1 | 0.3 | 4 | 1678 | 5 | 0.035 | -3 | 3
O=C(CN(c1cccc([N+](=O)[O-])c1)S(=O)(=O)c1ccccc1)NCc1ccccc1 | 3.6 | 96* | -2 | -6 | 0.2 | -4 | 1572 | 0 | 0.56 | -4 | 2
CC(=O)Nc1cc(C(=O)N2CCCC2)ccc1Sc1ccc(C)cc1 | 0.6 | 21 | . | 1 | 0.3 | 5 | 1646 | 2 | . | 1 | 5
O=C1N(Cc2cccc(Cl)c2)C[C@@H]2C[C@@H](c3ccco3)N3CCC[C@@]123 | 2.6 | 0 | -2 | -1 | -0.3 | 9 | 1572 | 8 | -0.0096 | -2 | 8
Cc1ccc(C(=O)N(C)c2nnc(-c3ccncc3)s2)cc1 | 1.7 | 5 | -23 | 0 | -0.9 | 7 | 1729 | 5 | -0.77 | -13 | 5
O=C(NC1CCCCC1)N1CCN(S(=O)(=O)c2ccc(F)cc2)CC1 | 1.0 | 11 | 7 | -2 | -1.3 | -7 | 1562 | 6 | -0.075 | -4 | -5
Cc1cccc(S(=O)(=O)Nc2ccc3c(c2)OCCO3)c1 | -0.2 | -2 | -9 | -2 | -1.1 | 9 | 1504 | 6 | 1.2 | 10 | 5
CCOc1ccc(NS(=O)(=O)c2ccc3c(c2)CCN3C(=O)CCC(=O)O)cc1 | 2.9 | -6 | -17 | -2 | -2.4 | 1 | 1601 | -3 | -1 | -2 | -2
O=C1c2cccc3cccc(c23)N1CN1CCN(c2ccccn2)CC1 | 0.6 | -1 | 12 | -3 | 1.7 | 4 | 1718 | 10 | . | 12 | -2
COC(=O)c1c(NC(=O)/C=C/c2ccco2)sc2c1CCC2 | 4.7 | -5 | 1 | -1 | -0.2 | 1 | 1685 | 2 | . | 14 | 2
COC(=O)c1ccc(C)c(NC(=O)CCSc2ccc(C)cc2)c1 | 4.1 | -3 | 13 | -3 | 0.6 | -2 | 1472 | 5 | . | -2 | 1
Cc1ccc(/C([O-])=C(/C(=S)NCc2ccccc2)[n+]2ccccc2)cc1[N+](=O)[O-] | 1.5 | -3 | 6 | 3 | 0.1 | 1 | 1545 | 16 | -0.42 | 4 | 8
Cc1ccc(C)n1NC(=O)c1cccc(Cl)c1 | 1.4 | 92* | . | -6 | 0.6 | 1 | 1438 | -3 | . | 10 | -7
COc1ccc(Oc2nc(OC)cc(OC)n2)cc1 | 0.7 | 3 | -7 | -1 | -1.6 | 9 | 1530 | 2 | -0.21 | 6 | 5
Cc1ccccc1C(=O)NC1CCN(C(=O)N2CCOCC2)CC1 | -0.4 | -11 | . | -3 | 1.2 | -6 | 1410 | -10 | 1.4 | -5 | 9
COC(=O)c1[nH]c2ccc(F)cc2c1NS(=O)(=O)c1ccc(OC)cc1OC | 0.0 | 97* | 8 | 5 | 3.1 | 2 | 1344 | -2 | . | 9 | -4
CCCC1(c2ccccc2)NC(=O)N(CC(=O)Nc2cc(S(=O)(=O)N3CCOCC3)ccc2Cl)C1=O (stereo not drawn) | 3.9 | -1 | -19 | 3 | -0.3 | -4 | 1405 | 7 | -0.2 | 2 | 2
